ELG1 repair inh – blocks ELG1-dependent DNA repair in HEK293T cells; HEK293T ELG1-luciferase reporter, luminescence, 16 h; DNA damage induced by 5-fluorouridine; Potency, µM (doses to about 46.1 µM), inactives show at the top dose activity change, negative = inhibition, hits mostly inhibitors; 330,000 tested, 2.3% active; also: potency is read from the fitted curve at half-maximal effect; % is scaled to controls: 0 for no effect and ±100 for the full control effect; nearly all actives have a fitted effect of over 55% in size
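HEK293T cells expressing luciferase-tagged ELG1 (2,000/well) received 5-Fluorouridine plus compound or DMSO for 16 hr at 37 °C. Luciferase was read by ONE-Glo luminescence after 30 min at room temperature.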
AT treatment – candidate therapy for ataxia-telangiectasia | […] A-T fibroblasts, KAP-1 phosphorylation AlphaLISA; neocarzinostatin DNA damage 30 min before lysis | Potency, µM (highest dose often 57.5 µM), without a hit: at the highest dose activation, usual class: activators | 320,000 tested, 0.19% active | AID 485349; also: potency is read from the fitted curve at half-maximal effect; % of control where 0% means no effect; nearly all actives have a fitted effect of over 45% in size
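hTERT-immortalized A-T patient fibroblasts ([…]), 500 cells/well in OPTI-MEM, 1% FBS, got compounds for 60 min, then NCS for 30 min at 37C. Lysates were then assayed for phospho-KAP-1 by AlphaLISA (anti-pKAP1 donor, anti-KAP1 acceptor beads), 6 hr at 25C.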
hERG WT inh – KCNH2 (human, wildtype) channel inhibition. U2OS, BacMam KCNH2, thallium flux FluxOr; stronger effect = lower value. activity change, % at 1.84 µM. Q12809. 340,000 tested, 0.37% active;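 active = maximum activity change below -70%; inconclusive = maximum activity change between -70% and -50%; inactive = maximum activity change above -50%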; also: % is scaled to controls: 0 for no effect and ±100 for the full control effect
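U2OS cells transduced with wild-type KCNH2 virus are loaded with FluxOr dye for 45 min, and thallium flux is measured in kinetic reads before and after stimulation buffer. Rate constants are normalized to DMSO controls.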
Mito fusion act – blocks mitochondrial division or promotes mitochondrial fusion; S. cerevisiae fusion-defective mutant growth rescue, CellTiterGlo 48 h; Potency, µM (highest dose often 46.1 µM), inactives show at the highest dose growth rescue (activation), usual class: activators; 320,000 tested, 0.23% active; AID 485298;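 also: potency is read from the fitted curve at half-maximal effect; % of control where 0% means no effect; nearly all actives have a fitted effect of over 45% in size; temperature-sensitive fusion mutants such as fzo1-1 at 37 °C on non-fermentable ethanol glycerol medium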
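Yeast fusion mutant, YPEG (non-fermentable carbon), compound, 48 h at 37C non-permissive; CellTiterGlo added, 10 min RT, luminescence read. Rescued growth = division inhibition.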
TCR act – activators of T cell receptors; 330,000 tested, under 10 active; primary human leukocytes, anti-CD3, IL-2 HTRF, 48 h; Potency, µM (doses to about 9.22 µM), for inactives: at the highest dose activation of IL-2 secretion, actives largely listed as activators; AID 504894; also: % of control where 0% means no effect
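Primary human leukocytes receive a-CD3 beads and test compound and are incubated 48 hr. Secreted IL-2 is then assayed by HTRF, measuring 665nm acceptor emission after 320nm excitation of the europium donor.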
TSHR antagonist – antagonists of human thyroid stimulating hormone receptor; P16473; TSHR-expressing cells, TSH-stimulated cAMP HTRF, 2 h; stronger effect = lower value; activity change, negative = inhibition, % at 11.5 µM; 330,000 tested, 0.2% active; AID 504810;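 active = activity change below a set negative limit, meaning inhibition stronger than a set level, cut at about -70% in these data; inconclusive = activity change between two set negative limits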; also: % is scaled to controls: 0 for no effect and ±100 for the full control effect
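Freshly harvested TSHR cells receive pin-tooled compound, then EC80 TSH at 4nM final. After 2 hours at 37 deg C, antibody in lysis buffer and cAMP-d2 are added; 30 minutes at ambient temperature precede the HTRF read.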
Eya2 inh – Eya2 (human) phosphatase inhibition | Potency, µM (titrated, usually from 76.9 µM), for inactives: top-dose activity, negative = inhibition, usual class: inhibitors | AID 488837 | recombinant Eya2, OMFP fluorescence dephosphorylation (OMFP is methylfluorescein phosphate) | 330,000 tested, 0.006% active | O00167; also: potency is read from the fitted curve at half-maximal effect; % is scaled to controls: 0 for no effect and ±100 for the full control effect
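Eya2 protein (added as 0.2 uM solution) was preincubated with compound for 10 min at ambient temperature in 50 mM HEPES pH 7.5, 50 mM NaCl, 5 uM MgCl2, 0.05% BSA, 1 mM DTT. OMFP (added at 50 uM) then reacted 10 min; fluorescence read at 485/525 nm.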
TRPV1 agonist – agonists of human vanilloid receptor 1 (TRPV1). 320,000 tested, 0.19% active. Q8NER1. AID 540275. TRPV1-expressing cells, Fluo-8 calcium influx, agonist mode. activation, % at 8.33 µM; in the data active = activation above about 80%; inconclusive = between about 30% and that limit; also: 0% is about no effect
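Cells expressing TRPV1 were dye-loaded with Fluo-8 and read kinetically: 10 s baseline, 3 min after compound (agonist portion), then 2 min after EC20 capsaicin (allosteric enhancer portion). Calcium-bound dye fluorescence at 480/520 nm.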
USP2a inh – USP2a (human) protease inhibition; 330,000 tested, 0.01% active; AID 463254; USP2 core, Ub-CHOP2 coupled fluorogenic reporter, 485/531; Potency, µM (series often up to 38.3 µM), inactives show at the highest dose activity change, negative = inhibition, hits mostly inhibitors; O75604;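 also: potency is read from the fitted curve at half-maximal effect; plate controls were DMSO wells for no effect and full inhibition by NEM control for full effect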
Target sequence (O75604 whole entry, looked up): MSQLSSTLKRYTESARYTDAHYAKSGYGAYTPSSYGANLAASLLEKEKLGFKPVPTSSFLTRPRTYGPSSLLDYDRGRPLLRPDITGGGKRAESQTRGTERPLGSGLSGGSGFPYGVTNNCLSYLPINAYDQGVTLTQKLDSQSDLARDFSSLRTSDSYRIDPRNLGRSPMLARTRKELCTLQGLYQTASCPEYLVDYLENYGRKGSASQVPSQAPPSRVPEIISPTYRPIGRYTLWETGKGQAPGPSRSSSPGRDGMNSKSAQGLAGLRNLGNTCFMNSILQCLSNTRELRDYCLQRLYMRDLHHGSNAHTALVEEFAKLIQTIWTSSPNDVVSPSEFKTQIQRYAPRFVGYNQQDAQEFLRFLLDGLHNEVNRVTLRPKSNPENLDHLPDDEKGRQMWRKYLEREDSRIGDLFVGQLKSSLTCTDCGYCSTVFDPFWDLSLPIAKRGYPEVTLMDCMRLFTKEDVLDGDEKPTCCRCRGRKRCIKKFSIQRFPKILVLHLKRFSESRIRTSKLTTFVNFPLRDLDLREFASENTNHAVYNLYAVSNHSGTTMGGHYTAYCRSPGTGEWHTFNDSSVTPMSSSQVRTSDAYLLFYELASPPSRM
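Deubiquitinase activity read as fluorescence (485/531 nm) after Ub-CHOP2 cleavage activates the enterokinase reporter on its substrate; USP2 core 10nM, Ub-CHOP2 and substrate 25nM each, 30min compound preincubation then 60min RT; data normalized to NEM, curves fitted.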
KCNH2 3.1 block – blocks the human KCNH2 3.1 channel isoform | U2OS KCNH2 3.1, thallium flux FluxOr; stronger effect = lower value | activity change, % (tested at about 1.8 µM) | 340,000 tested, 0.95% active | AID 720553;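 active = maximum activity change below -70%; inconclusive = maximum activity change from -70% to -50%; inactive = maximum activity change above -50%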;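 also: thallium influx rate constant from kinetic fluorescence after stimulation buffer; % is scaled to controls: 0 for no effect and ±100 for the full control effect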
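Channel expression came from 3.1 mutant virus (1.77 x 10^8 /mL) applied to suspended U2OS cells for 4 h. Flux was tracked with FluxOr dye plus Red40 quencher, and kinetic rate constants normalized to controls.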
* = called active by the depositor; u = inconclusive; x = not tested or not shown; [ ] = dose if it differs, or a comment. Unless noted, calls follow the shape of the dose curve; as a rule, active = well fitted curve in the direction sought with a large enough effect; inconclusive = small, poorly fitted or top-dose-only effect, or another doubt; inactive = no such curve, though single readings can be large; an effect the other way counts as inactive or inconclusive. Only part of the results is shown; rates above refer to the full screens.

SMILES	ELG1 repair inh	AT treatment	hERG WT inh	Mito fusion act	TCR act	TSHR antagonist	Eya2 inh	TRPV1 agonist	USP2a inh	KCNH2 3.1 block
C=CCSc1nnc2c(n1)OC(c1cccnc1)Nc1ccccc1-2 (stereo not drawn)	u	3.2%	-1.3	-10.5%	4.1%	6.9	-3.9%	2.0	-5.4%	6.1
CC(C)(C)[C@@H]1C=C(C(=O)N2CCN(Cc3ccccc3)CC2)O[C@H](OCCCCO)C1	14.6%	-0.1%	x	-2.3%	8.2%	-3.8	-1.0%	5.9	-1.0%	x
CCOc1ccc(C(C)=O)cc1COC(=O)c1ccccc1C(=O)N(C)Cc1ccccc1	u	2.7%	-15.5	u	-2.6%	-2.9	-37.3%	u	-1.7%	-14.5
O=C(NN1CCOCC1)c1cc(Cl)ccc1Cl	-2.4%	-9.1%	9.3	1.9%	4.2%	-28.3	7.9%	-1.9	1.1%	13.9
CCOC(CNC(=O)CCc1c(C)nc2ncnn2c1C)OCC	12.8%	-0.2%	-14.0	-1.3%	1.7%	12.4	-16.6%	-6.7	1.6%	6.0
Cc1cc(OCC(=O)Nc2ccncc2)c(C)cc1Br	-13.4%	3.0%	13.2	18.6%	-7.8%	-24.6	4.2%	u	-1.7%	-4.6
CC(=O)Nc1ccc(-c2cc(-c3ccc(NC(C)=O)cc3)nc(-c3ccccc3)n2)cc1	-2.0%	4.2%	-9.3	-3.3%	12.7%	23.8	4.4%	7.5	-0.4%	10.7
COc1cc(/C=N/NC(=O)c2ccc(CSc3nncn3C)cc2)cc(OC)c1O	u	-12.6%	5.7	9.9%	x	-1.7	6.3%	-1.4	-13.5%	-3.6
CCCc1ccc(OCc2nc(-c3ccc(NC(=O)c4ccco4)cc3)no2)cc1	u	12.9%	-6.2	5.6%	8.0%	-19.2	-13.9%	2.3	-1.3%	-9.2
O=C(O)C(C(O)c1ccc([N+](=O)[O-])cc1)[n+]1ccccc1 (stereo not drawn)	27.1%	0.0%	0.0	-3.3%	0.9%	1.4	16.2%	-2.3	1.4%	27.5
O=C(c1cccc(F)c1)N1CCC(N2CCCCCC2)CC1	1.6%	x	-18.3	-2.8%	-11.6%	-5.6	13.7%	-3.7	2.5%	6.6
COCCCNC(=O)c1cccc(S(=O)(=O)N2CC3(C)CC2CC(C)(C)C3)c1 (stereo not drawn)	11.0%	-1.4%	-1.5	-0.4%	-5.4%	0.7	16.7%	u	-0.1%	-2.8
Cn1c(CCC(=O)Nc2ccccc2F)nnc1SCC(=O)Nc1ccccc1Cl	12.6%	-3.0%	-5.5	-0.6%	-5.6%	9.0	-0.4%	5.9	-0.7%	2.9
CC(CNC(=O)CCC(=O)N1CCOc2ccccc21)c1ccccc1 (stereo not drawn)	-3.2%	-5.6%	-6.4	-0.4%	8.7%	-11.5	-5.7%	-0.6	6.2%	3.9
CC(=O)c1cccc(NC(=O)NCc2cccnc2)c1	x	x	-13.2	-0.2%	1.1%	x	x	2.4	x	-13.8

Next section; the last 3 above are carried over.
SMILES	ELG1 repair inh	AT treatment	hERG WT inh	Mito fusion act	TCR act	TSHR antagonist	Eya2 inh	TRPV1 agonist	USP2a inh	KCNH2 3.1 block
Cn1c(CCC(=O)Nc2ccccc2F)nnc1SCC(=O)Nc1ccccc1Cl	12.6%	-3.0%	-5.5	-0.6%	-5.6%	9.0	-0.4%	5.9	-0.7%	2.9
CC(CNC(=O)CCC(=O)N1CCOc2ccccc21)c1ccccc1 (stereo not drawn)	-3.2%	-5.6%	-6.4	-0.4%	8.7%	-11.5	-5.7%	-0.6	6.2%	3.9
CC(=O)c1cccc(NC(=O)NCc2cccnc2)c1	x	x	-13.2	-0.2%	1.1%	x	x	2.4	x	-13.8
CC(C)(C)C1CCc2c(sc(NC(=O)c3cccs3)c2C(=O)N2CCCCC2)C1 (stereo not drawn)	u	x	0.9	9.0%	-5.8%	1.5	-9.4%	u	-1.4%	x
O=C(NCc1nc2ccccc2[nH]1)C1=C[C@H](C2CCCCC2)C[C@H](OCc2ccc(CO)cc2)O1	u	-10.4%	-14.4	-1.1%	7.8%	-7.6	5.6%	3.2	6.5%	-28.2
OC(C#CCN1CCCCC1)(c1ccccc1)c1ccccc1	20.5%	8.5%	2.9	-2.6%	8.1%	27.2	-14.5%	-3.6	2.6%	-6.0
COc1ccccc1NC(=S)NCc1ccc(Cl)cc1	-4.7%	6.0%	14.4	-18.9%	x	-0.7	3.9%	9.8	0.2%	1.6
COc1ccc(CNc2nc3nc(C)cc(C)n3n2)cc1OC	-0.7%	1.6%	-4.6	-5.2%	-0.1%	15.6	-23.9%	-3.4	-0.8%	5.5
O=C(Nc1ccccc1)/C(=C/c1cccnc1)NC(=O)c1ccco1	15.1%	-1.2%	1.1	-1.7%	1.2%[46.1 µM]	-7.3	-3.3%	1.2	6.8%	9.0
COC(=O)C1CCN(C(=O)Cn2nnc(-c3cccc(F)c3)n2)CC1	8.2%	-11.6%	7.5	12.3%	-22.2%	-3.6	0.8%	13.5	0.0%	1.6
CC1(C)Oc2ccc3ccc(=O)oc3c2/C(=C/NCCO)C1=O	-19.7%	-4.4%	-1.9	1.2%	-3.1%	-3.1	6.0%	-1.7	-4.2%	6.8
CC(=O)N1CCc2cc(S(=O)(=O)CCC(=O)N3CCC(C)CC3)ccc21	10.2%	-2.2%	4.9	0.6%	-1.5%	23.7	-3.8%	0.7	-0.3%	-4.1
CCCCN1C[C@H](O)[C@@H](O)[C@H](O)[C@H]1CO	7.2%	-5.2%	-2.4	2.1%	-0.5%	11.6	-7.2%	2.3	-0.5%	7.2
Cc1ccc2nc(-c3ccc(NC(=O)CN(C)S(=O)(=O)c4ccccc4)cc3)sc2c1	u	-4.8%	x	-3.1%	x	-7.2	-3.2%	-4.3	6.9%	x
CN(Cc1ccccc1)C(=O)COC(=O)c1cc(S(=O)(=O)N(C)C)ccc1N1CCCC1	u	-3.0%	-1.5	-2.4%	5.0%	5.4	-7.1%	-0.8	-0.1%	-1.2
CCOC(=O)/C(C#N)=C1/SC(CC)C(=O)N1c1ccc(C)cc1 (stereo not drawn)	-0.7%	-2.5%	11.4	3.2%	2.2%	1.6	19.3%	-0.8	-0.6%	5.2
ClC1(Cl)CC1CSc1ncn[nH]1 (stereo not drawn)	-5.3%	-5.7%	0.9	-2.3%	-2.5%	3.4	-10.4%	-3.0	2.1%	-0.3
O=C(Nc1ccccc1)c1nnsc1S(=O)c1ccc(Cl)cc1 (stereo not drawn)	18.5%	-5.3%	2.0	-28.5%	1.1%	-49.8	13.6%	14.9	0.1%	-30.8

Structures above that contain an NH in an aromatic ring:
SMILES	ELG1 repair inh	AT treatment	hERG WT inh	Mito fusion act	TCR act	TSHR antagonist	Eya2 inh	TRPV1 agonist	USP2a inh	KCNH2 3.1 block
O=C(NCc1nc2ccccc2[nH]1)C1=C[C@H](C2CCCCC2)C[C@H](OCc2ccc(CO)cc2)O1	u	-10.4%	-14.4	-1.1%	7.8%	-7.6	5.6%	3.2	6.5%	-28.2
ClC1(Cl)CC1CSc1ncn[nH]1 (stereo not drawn)	-5.3%	-5.7%	0.9	-2.3%	-2.5%	3.4	-10.4%	-3.0	2.1%	-0.3

Next section.
SMILES	ELG1 repair inh	AT treatment	hERG WT inh	Mito fusion act	TCR act	TSHR antagonist	Eya2 inh	TRPV1 agonist	USP2a inh	KCNH2 3.1 block
O=C1N(Cc2ccccc2F)c2ccccc2C12OCCCO2	12.8%	-5.0%	-10.4	6.3%	-0.8%	-19.5	0.4%	6.5	-1.7%	11.0
C#CCOCCOCCOCCNc1nc(N2CCN(C(=O)[C@H]([C@@H](C)CC)n3cc([C@@H](N)CO)nn3)CC2)nc(N2CCN(C(=O)[C@H](CCCCN)n3cc([C@@H](N)CO)nn3)CC2)n1	u	-2.9%	-7.7	x	-4.9%	5.1	18.4%	x	2.4%	5.7
CC(C)SC1=NC(C)(C)C=C(/C=C/c2ccc(Cl)cc2Cl)N1	-19.9%	-1.1%	-4.9	2.6%	4.9%	3.9	-18.5%	1.5	0.8%	-31.4
CCN(CC)CCCNCC(=O)Nc1ccc2c(c1)CCC2	2.1%	2.5%	0.3	-1.5%	0.1%	1.9	6.1%	0.2	0.9%	-5.8
CC(OC1=CC(=O)CCC1)C(=O)c1ccccc1 (stereo not drawn)	4.0%	-7.7%	-12.0	-8.9%	2.7%	10.0	1.5%	-5.0	2.3%	12.2
CCCCCN1N=C(C)CC1=O	22.7%	-4.6%	-1.1	1.7%	-2.2%	-6.1	-3.4%	u	0.0%	-4.7
